Compound activity as filed in PubChem.
A-T KAP1 phos: candidate therapy for ataxia-telangiectasia; […] A-T fibroblasts, KAP-1 phosphorylation AlphaLISA; neocarzinostatin DNA damage 30 min before lysis; AID 485349; Potency, µM (titrated, usually from 57.5 µM), for inactives: at the top dose activation, most hits filed as activators; 0.19% of 320,000 active; also: potency is read from the fitted curve at half-maximal effect; % of control where 0% means no effect; nearly all actives have a fitted effect of over 45% in size
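ATM-like activity read as KAP-1 phosphorylation via AlphaLISA donor/acceptor antibody pairs after lysis and 6 hr at 25C. Cells were ATM-null patient fibroblasts ([…], hTERT), dosed 60 min, then exposed to the DSB inducer NCS for 30 min.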
MBNL1 CUG block: MBNL1-poly(CUG) RNA binding inhibition. Q9NR56. TR-FRET MBNL1-His/biotin-(CUG)12 binding, 665/545 ratio. Potency, µM (top dose mostly 57.5 µM), inactives show top-dose activity change, negative = inhibition, actives largely listed as inhibitors. 0.036% of 280,000 active; active = well fitted inhibition curve with a large enough effect in the signal ratio, with a control signal flat, not every such curve was filed as active; inconclusive = small, poorly fitted or top-dose-only effect, or effect the other way, or a change in a side signal; inactive = no such curve, though single readings can be large or run the other way; the % refers to the signal ratio; also: potency is read from the fitted curve at half-maximal effect; % is scaled to controls: 0 for no effect and ±100 for the full control effect
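TR-FRET between His-tagged MBNL1 and biotin-(CUG)12 RNA, detected with Tb anti-His antibody (0.055 ng/ul) and streptavidin-XL665 (5 nM), 60 min at room temperature. Compounds titrated 92 nM to 58 uM; 665/545 nm ratio normalized to buffer and complex controls.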
GALK inh: galactokinase (human) inhibition; Purified GALK, Kinase-Glo residual ATP luminescence; Potency, µM (highest dose often 57.5 µM), for the others: top-dose activity change, negative = inhibition, actives largely listed as inhibitors; P51570; 0.007% of 270,000 active; AID 1868; also: potency is read from the fitted curve at half-maximal effect; % is scaled to controls: 0 for no effect and ±100 for the full control effect
Target sequence (P51570 whole entry, looked up): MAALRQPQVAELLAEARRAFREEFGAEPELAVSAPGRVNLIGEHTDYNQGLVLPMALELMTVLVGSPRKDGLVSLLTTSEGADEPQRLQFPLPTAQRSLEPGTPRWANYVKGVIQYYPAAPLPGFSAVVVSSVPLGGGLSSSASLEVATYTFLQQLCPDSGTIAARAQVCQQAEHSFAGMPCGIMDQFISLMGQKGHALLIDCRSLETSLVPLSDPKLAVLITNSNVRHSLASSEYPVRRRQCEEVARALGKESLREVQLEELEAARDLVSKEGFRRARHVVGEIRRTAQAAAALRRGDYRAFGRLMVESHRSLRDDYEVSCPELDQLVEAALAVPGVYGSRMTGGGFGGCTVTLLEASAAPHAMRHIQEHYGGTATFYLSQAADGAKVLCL
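ATP-depletion format; final 35 uM ATP, 100 uM D-galactose, 5 nM enzyme; pH 8.0 HEPES/Mg2+ buffer; 60 min RT; luminescence read 10 min after detection reagent.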
MLL CXXC-DNA inh: inhibitors of human MLL CXXC domain-DNA interaction; Q03164; MLL-CXXC / FITC-HOXA9 DNA fluorescence polarization; Potency, µM (doses to about 115 µM), without a hit: top-dose activity change, negative = inhibition, actives largely listed as inhibitors; 0.037% of 290,000 active; AID 2662; active = well fitted inhibition curve with a large enough effect in the polarisation, with a control signal flat, not every such curve was filed as active; inconclusive = small, poorly fitted or top-dose-only effect, or effect the other way, or a change in a side signal; inactive = no such curve, though single readings can be large or run the other way; the % refers to the polarisation; also: potency is read from the fitted curve at half-maximal effect
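Purified MLL-CXXC (added from a 7 uM solution) was preincubated 5 min at ambient with pinned compounds in 50 mM Tris-HCl pH 7.5, 50 mM NaCl, 1 mM DTT, 0.05% BSA. Fluorescein-labeled HOX-A9 DNA (50 nM solution) followed, 30 min, then polarization read.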
TRPV1 agonist: agonists of human vanilloid receptor 1 (TRPV1). Q8NER1. TRPV1-expressing cells, Fluo-8 calcium influx, agonist mode. activation, % at 8.33 µM. 0.19% of 320,000 active; in the data active = activation above about 80%; inconclusive = between about 30% and that limit; also: 0% is about no effect
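TRPV1-expressing cells were cultured overnight at 35.5C and loaded with Fluo-8 calcium dye for 40 to 90 min at room temperature. After a 10 s baseline, compound was added and calcium influx was read kinetically for 3 min (ex 480/em 520 nm).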
FBPA coupling cs: counter-screen for Giardia aldolase inhibitors: coupling enzyme system. 0.67% of 290,000 active. activity change, negative = inhibition, % at 58.2 µM, hits read low. coupling enzyme system counterscreen, AmpLite Red fluorescence; in the data active = activity change below about -30%; also: % is scaled to controls: 0 for no effect and ±100 for the full control effect
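Coupling enzymes only (glyceraldehyde-3-phosphate) + compound, at 57.5 uM final, 10 min RT; add substrate/coupling/AmpLite Red mix, 20 min RT; fluorescence ex 525/em 598 nm. Actives flag coupling-system interference.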
Integrin act MD: activates integrin-mediated alleviation for muscular dystrophy; alpha7betagal myoblasts, beta-gal FDG fluorescence, 48 h; 0.064% of 350,000 active; Potency, µM (highest dose often 38.3 µM), without a hit: at the highest dose activation, hits mostly activators; AID 624291;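 also: potency is read from the fitted curve at half-maximal effect; 100% = response of the positive control SU9516; nearly all actives have a fitted effect of over 60% in size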
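alpha7betagal+/- myoblasts (passage 13, 250/well) treated 48 h at 37C with compounds at 1:260 dilution of DMSO stock. Lysed, then beta-galactosidase activity read as FDG fluorescence (ex 480/em 540) after 30 min, with pre-read for autofluorescence.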
KCNH2 3.1 inh: blocks the human KCNH2 3.1 channel isoform; U2OS KCNH2 3.1, thallium flux FluxOr; hits give low values; activity change, % (tested at about 1.8 µM); 0.95% of 340,000 active;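 active = maximum activity change below -70%; inconclusive = maximum activity change from -70% to -50%; inactive = maximum activity change above -50%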;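 also: thallium influx rate constant from kinetic fluorescence after stimulation buffer; % is scaled to controls: 0 for no effect and ±100 for the full control effect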
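We transduce U2OS cells with the mutant 3.1 virus, culture them overnight, load FluxOr with Red40 quencher for 45 min, then add stimulation buffer and read kinetically for 2 min to derive a normalized rate constant.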
hERG WT inh: inhibitors of human wildtype KCNH2 potassium channel | Q12809 | U2OS, BacMam KCNH2, thallium flux FluxOr; hits give low values | activity change, % at 1.84 µM | 0.37% of 340,000 active;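 active = maximum activity change below -70%; inconclusive = maximum activity change between -70% and -50%; inactive = maximum activity change above -50%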; also: % is scaled to controls: 0 for no effect and ±100 for the full control effect
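U2OS cells were transduced with wild-type KCNH2 virus (2.03 x 10^8 / mL) for 4 h at room temperature, then cultured overnight at 37 C. Thallium flux was read with FluxOr dye. Rate constants were normalized to DMSO controls.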
ASM inhibitor: blocks human secretory acid sphingomyelinase; Potency, µM (doses to about 57.5 µM), for inactives: at the top dose activity change, negative = inhibition, most hits filed as inhibitors; P17405; 0.006% of 340,000 active; AID 504937; placental ASM, HMU-PC fluorogenic substrate, 60 min; also: potency is read from the fitted curve at half-maximal effect
Target sequence (P17405 47-631 limits assumed): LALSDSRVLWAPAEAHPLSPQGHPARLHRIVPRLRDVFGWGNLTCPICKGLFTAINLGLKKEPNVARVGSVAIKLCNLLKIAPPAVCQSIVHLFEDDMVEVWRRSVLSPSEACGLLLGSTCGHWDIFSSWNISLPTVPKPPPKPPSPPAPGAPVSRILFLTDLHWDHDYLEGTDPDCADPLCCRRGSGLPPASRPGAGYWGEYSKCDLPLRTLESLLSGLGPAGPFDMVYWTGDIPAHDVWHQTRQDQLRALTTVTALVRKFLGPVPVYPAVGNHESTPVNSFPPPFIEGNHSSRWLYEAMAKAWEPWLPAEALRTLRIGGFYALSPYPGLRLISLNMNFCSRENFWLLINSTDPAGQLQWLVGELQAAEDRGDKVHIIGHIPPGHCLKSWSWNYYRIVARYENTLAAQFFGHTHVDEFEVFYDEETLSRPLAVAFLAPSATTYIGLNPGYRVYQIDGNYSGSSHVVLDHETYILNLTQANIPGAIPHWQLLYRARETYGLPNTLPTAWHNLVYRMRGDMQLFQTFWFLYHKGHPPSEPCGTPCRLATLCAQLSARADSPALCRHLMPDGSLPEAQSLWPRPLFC
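Fluorescence read-out (Ex 386 nm, Em 447 nm) after stopping the reaction at pH 10. Enzyme: ASM from human placenta; substrate HMU-PC0, 9 uM final; 60 min, 37 °C. Compound preincubation 10 min, ambient temperature.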
* hit, by the source's call; i = inactive; ? = inconclusive; . = no result given; [ ] = remark or other dose. Unless noted, calls follow the shape of the dose curve; as a rule, active = well fitted curve in the direction sought with a large enough effect; inconclusive = small, poorly fitted or top-dose-only effect, or another doubt; inactive = no such curve, though single readings can be large; an effect the other way counts as inactive or inconclusive.

SMILES	A-T KAP1 phos	MBNL1 CUG block	GALK inh	MLL CXXC-DNA inh	TRPV1 agonist	FBPA coupling cs	Integrin act MD	KCNH2 3.1 inh	hERG WT inh	ASM inhibitor
COc1ccc(-c2cc(C(=O)Nc3ccc(F)cc3F)no2)cc1	14%	-10%	-1%	-2%	-4	-1	15%	-26	-8	2%
O=C(O)c1ccc2c(c1)ncn2C1CCCCC1	3%	-10%	2%	4%	-2	2	11%	4	-7	0%
COc1ccc(N(CC(=O)NCC2CCCO2)S(=O)(=O)c2c(C)noc2C)cc1 (stereo not given)	2%	2%	-1%	-5%	2	5	-1%	-7	6	4%
COc1ccc2c(c1)c(C(O)CN1CCC(Cc3ccccc3)CC1)c(C)n2C (stereo not given)	-5%	-5%	-1%	11%	-3	-3	-44%	-14	27	-3%
Cc1ccc(NC(=O)CCc2nc3ccccc3s2)c(O)c1	4%	-9%	8%	1%	?	-15	8%	-4	0	-6%
O=C(Nc1ccc2c(c1)OCO2)c1cc2nc(C3CC3)cc(C(F)(F)F)n2n1	1%	2%	5%	1%	-4	1	13%	-3	6	-2%
C[N+](C)(CCOc1ccccc1)Cc1ccccc1 (tested in a mixture with another compound)	1%	30%	6%	-18%	0	.	8%	10	-1	1%
CN(Cc1ccc2ccccc2c1)C(=O)c1ccc(C(F)(F)F)cc1	16%	-2%	4%	-9%	?	-1	-21%	-14	0	-8%
Cc1c(/C=N/NC(=O)c2cc(Br)ccc2O)c(=O)n(C)c(=O)n1C	-6%	-6%	-3%	13%	-10	0	-1%	0	5	-2%
CCC1(CC)NC(=O)N(CC(=O)Nc2ccc(-n3cnnn3)cc2)C1=O	21%	.	.	.	.	.	0%	-33	11	1%
CN1CCN(S(=O)(=O)c2ccc(NC(=S)NC(=O)C3CCCC3)cc2)CC1	1%	-13%	-3%	1%	-1	3	28%	-3	-7	-2%
CC1(c2ccc(Cl)cc2)NC(=O)N(CC(=O)N2CCc3ccccc3C2)C1=O (stereo not given)	-2%	.	.	.	3	.	-45%	-13	1	-1%
Cc1ccc(NC(=O)c2ccc(-n3cccn3)c([N+](=O)[O-])c2)cc1C	-1%	9%	-1%	-6%	0	-9	0%	1	5	-1%
Cc1ccc(-c2cccc(NC(=O)C3C(C(=O)O)[C@@H]4C=C[C@H]3C4)c2)o1 (stereo not given in full)	-12%	2%	-4%	-2%	5	-3	-14%	-1	-8	-1%
COc1cccc(C(=O)N/N=C/C(Br)=C/c2ccccc2)c1	-7%	?	.	44%[activator]	-5	-6	-52%[inhibitor]	-9	3	-13%
CC(=O)Nc1ccc(NC(=O)C2CCN(C(=O)c3ccc([N+](=O)[O-])cc3)CC2)cc1	2%	?	-2%	36%[activator]	0	0	0%	-11	i	-6%
CCn1cc(/C=C(\NC(=O)c2ccccc2OC)C(=O)NCCCN2CCOCC2)c2ccccc21	10%	17%	0%	-5%	5	-11	-35%	12	0	0%
COc1ccc(NS(=O)(=O)c2ccc3c(c2)[C@H]2C=CC[C@H]2[C@@H](c2ccc(C(=O)O)cc2)N3)cc1	-2%	8%	-1%	15%	0	2	18%	1	4	?
O=C(CCc1nc(-c2ccc(F)cc2)no1)Nc1cccc(C(=O)NC2CC2)c1	3%	.	.	.	.	.	-23%	0	-5	-1%
O=C(CSc1nnc(-c2cccnc2)s1)Nc1cccc(C(=O)O)c1	4%	-24%	2%	-3%	-5	-3	?	15	-2	1%
C=CCSc1[nH]c(=O)cc(C)c1C(N)=O	8%	7%	2%	14%	2	0	-26%	9	-7	1%
COc1ccc(/C=C(/C#N)c2cccnc2)cc1OC	0%	?	-2%	3%	-1	2	.	1	-7	1%
C=C(C)COc1ccc2c(CC)cc(=O)oc2c1	9%	-11%	1%	19%	?	-3	-10%	0	.	24%
CCS(=O)(=O)NCC(c1cccnc1)N1CCN(c2ccccc2)CC1 (stereo not given)	-5%	-7%	2%	4%	0	5	13%	5	-6	0%
COc1cc(NC(=O)CN(C)S(=O)(=O)c2cccs2)cc(OC)c1	15%	1%	-4%	25%	-2	3	0%	-2	2	2%

As a short view, part of the list above.
SMILES	A-T KAP1 phos	MBNL1 CUG block	GALK inh	MLL CXXC-DNA inh	TRPV1 agonist	FBPA coupling cs	Integrin act MD	KCNH2 3.1 inh	hERG WT inh	ASM inhibitor
COc1ccc(-c2cc(C(=O)Nc3ccc(F)cc3F)no2)cc1	14%	-10%	-1%	-2%	-4	-1	15%	-26	-8	2%
O=C(O)c1ccc2c(c1)ncn2C1CCCCC1	3%	-10%	2%	4%	-2	2	11%	4	-7	0%
COc1ccc(N(CC(=O)NCC2CCCO2)S(=O)(=O)c2c(C)noc2C)cc1 (stereo not given)	2%	2%	-1%	-5%	2	5	-1%	-7	6	4%
COc1ccc2c(c1)c(C(O)CN1CCC(Cc3ccccc3)CC1)c(C)n2C (stereo not given)	-5%	-5%	-1%	11%	-3	-3	-44%	-14	27	-3%
Cc1ccc(NC(=O)CCc2nc3ccccc3s2)c(O)c1	4%	-9%	8%	1%	?	-15	8%	-4	0	-6%
O=C(Nc1ccc2c(c1)OCO2)c1cc2nc(C3CC3)cc(C(F)(F)F)n2n1	1%	2%	5%	1%	-4	1	13%	-3	6	-2%
C[N+](C)(CCOc1ccccc1)Cc1ccccc1 (tested in a mixture with another compound)	1%	30%	6%	-18%	0	.	8%	10	-1	1%

More entries follow.
SMILES	A-T KAP1 phos	MBNL1 CUG block	GALK inh	MLL CXXC-DNA inh	TRPV1 agonist	FBPA coupling cs	Integrin act MD	KCNH2 3.1 inh	hERG WT inh	ASM inhibitor
O=C(CCSCCc1ccccn1)Nc1nccs1	13%	4%	2%	0%	.	0	-39%	-1	-5	-1%
O=C(CN1CCCC1)NC(c1ccccc1)c1ccccc1	9%	-20%	-2%	?	1	0	6%	-12	-3	3%
O=C(CN1CCOCC1)Nc1ccc(F)cc1	?	-8%	5%	6%	-2	5	24%	-6	1	2%
COc1cccc(OC)c1NC(=O)C1CCCN1C(=O)Nc1ccccc1F (stereo not given)	10%	-3%	0%	-6%	-3	3	19%	18	-1	-4%
Cc1cc(=O)[nH]c(SCC(=O)Nc2ccc(F)cc2)c1C#N	2%	?	0%	10%	-3	10	7%	-5	1	0%
Cc1ccc(OCC(=O)O/N=C(\N)c2ccccn2)cc1	2%	-4%	0%	2%	-2	1	0%	2	-19	5%
CC(=O)N1CCOc2ccc(S(=O)(=O)NCCc3ccccc3)cc21	-2%	2%	-1%	13%	2	1	15%	-4	8	-1%
Cc1cc(-c2nc3ncccc3o2)ccc1NC(=S)NC(=O)C(C)C	1%	53%[activator]	-2%	38%[activator]	3	3	1%	-11	-2	45%[activator]
CC1Cc2ccccc2N1C(=O)CO/N=C/c1ccc(OC(F)F)cc1 (stereo not given)	1%	-9%	1%	12%	15	-1	22%	.	6	-2%
CCOc1ccc(S(=O)(=O)N(C)c2ccc(OCC(=O)NC3=NCCS3)cc2)cc1	-4%	-3%	4%	?	-1	-2	20%	-13	-8	2%
COc1ccccc1OCC(=O)NN=C(Cc1ccccc1)Cc1ccccc1	.	.	1%	-15%	1	1	-10%	-5	-2	-2%
CCOC(=O)c1c(NC(=O)CN2C(=O)NC3(CCC(C)CC3)C2=O)sc(C)c1-c1ccc(C)cc1 (stereo not given)	9%	?	3%	4%	-5	0	-57%[inhibitor]	-6	4	2%
O=C(NCc1ccco1)C1CCN(C(=O)Cc2ccccc2)CC1	-6%	-9%	0%	7%	-10	1	14%	-1	-2	2%
CC(OC(=O)Cn1[nH]c(=O)c2ccccc2c1=O)C(=O)Nc1cccc(Cl)c1 (stereo not given)	9%	.	.	.	1	.	1%	0	1	-9%
N#Cc1ccccc1NC(=O)COC(=O)COc1ccccc1[N+](=O)[O-]	-8%	.	10%	0%	-2	1	0%	11	1	-1%
Cc1ccc(-n2nc(C)c3c(=O)[nH]c(C(F)(F)F)nc32)cc1	4%	.	0%	-12%	-2	-1	.	.	.	.
O=C(COC(=O)c1ccc([N+](=O)[O-])o1)NC1CCCC1	3%	.	.	.	.	.	9%	1	6	1%
Cc1cc(N(C)C)c(C#N)c(N2CCCCC2)n1	7%	0%	5%	-4%	8	6	0%	.	0	0%

3 structures out of the list, ordered by molar mass, ascending.
SMILES	A-T KAP1 phos	MBNL1 CUG block	GALK inh	MLL CXXC-DNA inh	TRPV1 agonist	FBPA coupling cs	Integrin act MD	KCNH2 3.1 inh	hERG WT inh	ASM inhibitor
Cc1cc(=O)[nH]c(SCC(=O)Nc2ccc(F)cc2)c1C#N	2%	?	0%	10%	-3	10	7%	-5	1	0%
Cc1cc(-c2nc3ncccc3o2)ccc1NC(=S)NC(=O)C(C)C	1%	53%[activator]	-2%	38%[activator]	3	3	1%	-11	-2	45%[activator]
COc1ccccc1OCC(=O)NN=C(Cc1ccccc1)Cc1ccccc1	.	.	1%	-15%	1	1	-10%	-5	-2	-2%
